Assay outcomes as filed in PubChem.
AmpC no deterg – blocks E. coli AmpC beta-lactamase in detergent-free assay | hit rate 0.52% among 330,000 | AmpC nitrocefin hydrolysis, absorbance 480 nm, 0.0001% Triton | P00811 | Potency, µM (titrated, usually from 57.1 µM), without a hit: at the highest dose activity change, negative = inhibition, most hits filed as inhibitors | AID 485341;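 further: potency means the concentration at half of the fitted maximal effect; plate controls were no compound for no effect and no enzyme for full effect; nearly all actives have a fitted effect of over 20% in size; some results filed as inactive show a strong effect at the top dose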
Target sequence (P00811 whole entry, looked up): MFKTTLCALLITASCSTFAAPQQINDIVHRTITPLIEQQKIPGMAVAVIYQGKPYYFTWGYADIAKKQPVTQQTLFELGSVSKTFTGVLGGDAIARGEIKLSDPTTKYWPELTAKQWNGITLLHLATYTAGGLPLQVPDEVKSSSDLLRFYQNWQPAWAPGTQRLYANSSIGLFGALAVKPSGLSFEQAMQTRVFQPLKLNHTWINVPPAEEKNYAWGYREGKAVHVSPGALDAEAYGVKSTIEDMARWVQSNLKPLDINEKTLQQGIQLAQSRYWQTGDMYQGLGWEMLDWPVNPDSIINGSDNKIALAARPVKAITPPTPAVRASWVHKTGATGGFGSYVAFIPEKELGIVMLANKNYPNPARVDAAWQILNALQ
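20 mM phosphate pH 7.0 + 0.01% (detergent screen) or 0.0001% Triton X-100; 5.3 nM AmpC reagent; cpd preinc 15 min RT; nitrocefin (800 uM stock) to start; A480 q20 s × 4 min; Activity was normalised to no-enzyme and no-compound control wells.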
Shiga inhibitor – blocks Shiga toxin action in Vero cells | Vero cells, Shiga toxin protein synthesis inhibition reporter | inhibition, % at 38.7 µM | hit rate 9.2% among 290,000 | AID 2315; in the data active means inhibition mostly above about 28%, no sharp cut-off; inactive means mostly below about 43%; further: 0% is about no effect
CHX counter – counter-screen for Shiga toxin inhibitors: cycloheximide protein synthesis inhibition; max response, %; hit rate 12% among 300,000; cell reporter, cycloheximide protein synthesis inhibition counterscreen; AID 2314; in the data active means max response mostly above about 13%, no sharp cut-off; inactive means mostly below about 14%; further: read at 38.3 µM for the half of the compounds with a filed dose; 0% is about no effect
Pf growth 48h – inhibits P. falciparum growth in the first generation, 48 h. P. falciparum luciferase growth in erythrocytes, 48 h. Potency, µM (series often up to 28.7 µM), for inactives: top-dose activity change, negative = inhibition, usual class: inhibitors. hit rate 5.9% among 310,000. AID 504832; further: potency means the concentration at half of the fitted maximal effect; on the % scale 0 is the no-effect control and ±100 the full control effect
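Erythrocytes infected with P. falciparum carrying an integrated firefly luciferase reporter (2% hematocrit, 0.1% parasitemia final) were exposed to compounds in RPMI 1640 with 0.5% Albumax at 37 C, 5% CO2. Growth inhibition was scored as reduced luminescence.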
LmPK inhibitor – inhibitors of Leishmania mexicana pyruvate kinase | Q27686 | purified LmPK, Kinase-Glo ATP luminescence, 1 h | Potency, µM (top dose mostly 57.5 µM), for the others: at the top dose activity change, negative = inhibition, usual class: inhibitors | hit rate 0.37% among 290,000 | AID 1721; further: potency means the concentration at half of the fitted maximal effect; on the % scale 0 is the no-effect control and ±100 the full control effect
Target sequence (Q27686 whole entry, looked up): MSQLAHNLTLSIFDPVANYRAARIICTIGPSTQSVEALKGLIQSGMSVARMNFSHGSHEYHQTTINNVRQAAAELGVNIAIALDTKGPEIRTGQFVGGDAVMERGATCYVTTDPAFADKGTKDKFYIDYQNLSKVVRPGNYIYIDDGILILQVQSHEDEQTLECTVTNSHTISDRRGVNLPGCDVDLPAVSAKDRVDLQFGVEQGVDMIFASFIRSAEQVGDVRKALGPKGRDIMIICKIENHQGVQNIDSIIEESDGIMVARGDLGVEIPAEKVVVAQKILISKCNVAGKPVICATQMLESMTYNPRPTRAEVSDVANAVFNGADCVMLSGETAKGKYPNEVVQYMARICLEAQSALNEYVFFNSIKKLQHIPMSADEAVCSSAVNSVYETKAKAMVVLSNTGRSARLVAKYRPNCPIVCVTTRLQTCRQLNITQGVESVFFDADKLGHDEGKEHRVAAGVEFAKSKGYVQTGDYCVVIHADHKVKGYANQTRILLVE
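Screened at intermediate enzyme activity to detect both inhibitors and activators: LmPK at 0.1 nM, with a 0.5 nM enzyme column as activation reference. PEP 0.5 mM, ADP 0.1 mM; ATP detected by luminescence after 1 h.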
Pf growth 96h – P. falciparum growth inhibition at 96 hour, primary screen for plastid delayed-death inhibitors. hit rate 6.9% among 320,000. AID 504834. P. falciparum luciferase reporter growth, 96 h. Potency, µM (titrated, usually from 28.7 µM), for inactives: top-dose activity change, negative = inhibition, actives largely listed as inhibitors; further: potency means the concentration at half of the fitted maximal effect; on the % scale 0 is the no-effect control and ±100 the full control effect
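Delayed-death screen, second-generation endpoint: infected erythrocytes, 2% hematocrit, 0.05% parasitemia final; 96 hours at 37 C, 5% CO2; luciferase detection reagent; luminescence decrease equals reduced growth.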
Tb PYK inh – T. brucei pyruvate kinase inhibition; Q57TT1; TbPYK enzyme, Kinase-Glo Plus ATP luminescence, 45 min; Potency, µM (titrated, usually from 76.8 µM), without a hit: top-dose activity, negative = inhibition, usual class: inhibitors; hit rate 0.12% among 410,000; further: potency means the concentration at half of the fitted maximal effect; on the % scale 0 is the no-effect control and ±100 the full control effect; nearly all actives have a fitted effect of over 50% in size
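T. brucei PYK with substrate was exposed to pin-transferred compounds across a concentration series, then started with 130 uM ADP (final). After 45 min at room temperature, Kinase-Glo Plus luminescence was read, normalized and curve-fitted.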
Numbers without * were called inactive; ? = inconclusive; nt = not tested or not shown; & = joins results of further samples; [ ] = another dose, or the depositor's remark. Unless noted, the call rests on the fitted dose curve; in most records, active means well fitted curve in the direction sought with a large enough effect; inconclusive means small, poorly fitted or top-dose-only effect, or another doubt; inactive means no such curve, though single readings can be large; an effect the other way counts as inactive or inconclusive.

SMILES	AmpC no deterg	Shiga inhibitor	CHX counter	Pf growth 48h	LmPK inhibitor	Pf growth 96h	Tb PYK inh
O=C(CSc1nc2ccccc2c(=O)n1-c1ccc(F)cc1F)Nc1ccc2c(c1)CCC2	-9%	80*	59*	9.3µM*	4%	?	-2%
Cc1cc[n+](CC(=O)N2CCCc3ccccc32)cc1	-12%	12	-3	0%	0%	-1%	-6%
CCCCN(C(=O)CCC(=O)Nc1cc(C)on1)C(C(=O)NC(C)(C)C)c1cccc(OC)c1OC (centres undefined)	106%[activator]	2	-2	?	0%	?	3%
CC(=O)c1ccc(OCc2cc(C(=O)N(C)CCN3CCOCC3)no2)cc1	47%	25	16	?	8%	4%	-4%
Cc1cccc(C(=O)O/N=C/c2c(N3CCOCC3)n(C)c3ccccc23)c1	0%	-7	-2	6.6µM*	4%	1.9µM*	nt
COCCN1CCc2c(C)nc3c(-c4ccc(OC)c(OC)c4)cnn3c21	1%	5	5	18%	1%	-6%	2%
CCOC(=O)CCC(=O)Nc1ccc(S(=O)(=O)N2CCCCC2)cc1	-11%	-12	-3	-3%	4%	5.2µM*	-1%
CCc1cc(=O)oc2c(CNCc3c(F)cccc3Cl)c(O)ccc12	-24%	11	-3	9.3µM*	-7%	?	6%
COc1ccc(NC(=O)CN(C)S(=O)(=O)c2cccc3nsnc23)cc1	-10%	-10	-1	-25%	9%	-13%	-1%&3%
Cc1ccc(OCC(=O)NNC(=O)CCc2ccccc2)c(Br)c1	-14%	1	6	-7%	1%	20%	11%
CS(=O)(=O)Nc1ccc(Oc2ncccn2)cc1	-13%	-3	-2	2%	2%	8%	8%
Oc1ccc(/C=N/NC2=NCCCCC2)c(O)c1	-27%	97*	42*	nt	-16%	28%	-4%
CN(C)/C=N/c1sccc1C(N)=O	-6%	2	-4	10%	3%	8%	-4%
CCO[C@@H]1OC(C(=O)N2CCN(Cc3ccc4c(c3)OCO4)CC2)=C[C@H](c2ccc(C(F)(F)F)cc2)[C@H]1CCCO	226%[activator]	-7	0	1.5µM*	6%	2.3µM*	1%
COc1ccc(-c2nn(C)c(=O)c3ccccc23)cc1CNS(C)(=O)=O	-20%	24	-2	-6%	4%	nt	-7%
COc1cc(C2SCC(=O)N2CCc2ccc(OC)c(OC)c2)ccc1O (centres undefined)	26%	-6	1	-22%	3%	37%[activator]	-1%
O=C(c1ccccc1)c1ccc(OCCOCCN2CCN(Cc3ccccc3)CC2)cc1	180%[activator]	-8	-7	?	-1%	27%	8%
O=C(OCc1nc2ccccc2[n+]([O-])c1C(=O)c1ccccc1)c1cccs1	-23%	9	-1	1%	-3%	30%[activator]	-2%
CC(C)(C)C(=O)Cn1c(NCCO)nc2ccccc21	-4%	11	0	2%	0%	94%[activator]	0%
COc1ccc(-c2cn(-c3ccc(OC)cc3)c(=S)[nH]2)cc1	-11%	39	38*	51%[activator]	?	82%[activator]	-34%
O=C(Cc1ccc(Cl)cc1)NCC(=O)N1CCCCCC1	-6%	12	-1	?	0%	12µM*	-4%
Cc1ccc(S(=O)(=O)N(CC(=O)Nc2cccnc2)c2cccc(Br)c2)cc1	-19%	-42	-3	-18%	-9%	?	-4%
OCCN1CCN(c2ncnc3c2c(-c2ccccc2)cn3-c2ccc(Br)cc2)CC1	21%	-15	-3	?	-2%	-12%	0%
COc1ccc(CN2C(=O)c3cccnc3C2Nc2ccc(OC)c(Cl)c2)cc1 (centres undefined)	39%	-20	-4	19%	1%	nt	-9%
COc1ccc(S(=O)(=O)NC2CC2)cc1C(=O)N1CCOCC1	-11%	-2	-1	5%	-1%	27%	-24%
COc1cc(Br)c(CC(=O)O)cc1OC	-12%	-8	-2	0%	0%	9%	8%
CCCOc1ccc2c(=O)c(N3C(=O)c4ccccc4C3=O)c(C)oc2c1	17%	-16	2	17%	3%	nt	3%
O=C(CSc1nnnn1-c1ccccc1)N1N=CCC1c1ccccc1 (centres undefined)	-20%	12	10	19%	5%	-8%	0%
COC(=O)C1=C(C)N(C)C(=O)NC1c1ccc(C)cc1 (centres undefined)	-12%	-13	-3	5%	0%	-1%	1%
COCCCNC(=O)Cc1c(C)c2c(cc(C)c3c(C(C)(C)C)coc32)oc1=O	185%[activator]	7	2	49%[activator]	-5%	32%[activator]	-23%
COc1cccc(/C=N/NC(N)=S)c1OCc1ccccc1Cl	-22%	-9	-4	?	1%	?	-3%
Cc1ccc(C)c(NC(=O)CSc2nnc(-c3ccco3)o2)c1	-16%	5	1	23%	0%	27%	-4%
CNC(=O)CN1C(=O)c2cccc3cccc1c23	-13%	-18	-3	18%	1%	nt	-4%
COc1cc(/C=N/OCC(=O)Nc2cc(C)cc(C)c2)ccc1OCc1ccc(Cl)cc1	-25%	107*	92*	172%	1%	-36%	-4%
CCN(CC)C(=O)c1ccc(-c2nnc(Nc3ccc(C(=O)N(C)C)cc3)c3ccccc23)cc1	63%[activator]	-5	-3	5.9µM*	3%	8%	5%
Cc1ccc(C)c(N2N=C(C(=O)Nc3cccnc3)CCC2=O)c1	-45%	nt	nt	12%	nt	-11%	0%
COc1cc2c(cc1OC)/C(=C/C(=O)c1ccc(OC)c([N+](=O)[O-])c1)NCC2	26%	19	11*	0%	7%	?	-6%
COc1ccc(CNC(=O)Cc2nn(C)c(=O)c3ccccc23)cc1	-7%	3	-1	1%	-1%	?	-1%
COc1cc(OC)cc(C(=O)N2c3ccc(F)cc3CCC2C)c1 (centres undefined)	19%	-9	-3	-6%	0%	?	3%
COc1ccc(S(=O)(=O)NCc2cccnc2)cc1NC(=O)c1ccc(C)cc1	-4%	nt	nt	-10%	nt	?	2%
Cc1nc2ccc(NC(=O)C3COc4ccccc4O3)cc2s1 (centres undefined)	-14%	85*	41*	183%[activator]	-1%	117%[activator]	-3%
C[C@@H](CN=[N+]=[N-])CN1CC[C@H](C(C)(C)C)CCC1=O	22%	2	-2	50%[activator]	-2%	90%[activator]	0%
CCCC(C(=O)NCCC(C)C)N(Cc1ccc(F)cc1)C(=O)c1snc(C(N)=O)c1N (centres undefined)	0%	-3	-2	-2%	5%	-29%	-11%
O=c1cc(CSc2ccccn2)nc(N2CCN(c3ccccc3)CC2)[nH]1	-1%	-6	-2	9%	3%	-8%[5.75 µM]	0%
CN1CCN(C(=O)/C(C#N)=C/c2ccc(F)cc2)CC1	-8%	-8	12	12%	-2%	3%	-3%
COc1ccc(N2CCN(CC(=O)c3ccc(O)cc3O)CC2)cc1	-27%	13	-4	1%	14%	-23%	1%
O=c1[nH]c2ccccc2nc1/C=C(\O)C1CC1	-19%	-5	3	32%[activator]	-1%	?	-7%
O=C(O)c1c2c(nc3ccc(S(=O)(=O)N4CCC(C(=O)NCc5ccccc5Cl)CC4)cc13)CCCC2	-26%	19	-1	13%	8%	?	3%
C=Cc1ccc(Cn2c(=O)n(CCCOC)c(=O)c3sccc32)cc1	50%	-1	5	-20%	-1%	?	0%
O=C(CCc1nnc(C2CCCCC2)o1)N1CCC(Oc2cccnc2)CC1	32%	43	10	-21%	-8%	1%	-1%

(list continues)
SMILES	AmpC no deterg	Shiga inhibitor	CHX counter	Pf growth 48h	LmPK inhibitor	Pf growth 96h	Tb PYK inh
COCCNC(=O)C1c2ccccc2C(=O)N(CCOC)C1c1ccc(F)cc1 (centres undefined)	1%	-7	1	10%	2%	-4%	-1%
COC(=O)[C@H](Cc1ccccc1)NC(=O)N1CCN(Cc2ccccc2)CC1	19%	35	-2	-13%	-4%	32%[activator]	3%
CCC(=O)NC(=S)Nc1ccc(NC(=O)c2cccnc2)cc1	-21%	-16	2	85%[activator]	1%	?	0%
COc1cc(OC)c(OC)cc1CN1CCc2ccccc2C1	-10%	-3	-3	nt	0%	?	-2%
COc1ccc(C2C(C(C)=O)=C(O)C(=O)N2c2nccs2)cc1OC (centres undefined)	-16%	-14	9	2%	3%	-5%	-1%
COc1ccc(C(=O)Nc2ccccc2C(=O)N2CCCCC2C)cc1 (centres undefined)	-1%	-14	4	10%	3%	18%	-5%
COCCC(=O)N1CCCC(CNS(=O)(=O)c2ccc(OC)cc2)C1 (centres undefined)	0%	-9	-2	4%	5%	0%	3%
Cc1oc(-c2ccc(Cl)cc2)nc1CN1CCC(C(=O)NCc2ccco2)CC1	10%	-2	9	8%	6%	5%	-2%
CCC(=O)Nc1ccc(C(=O)Nc2ccc3c(c2)OCO3)cc1	-18%	6	15	21%	-1%	?	-7%
Cc1sc2nc(CSc3ccc([N+](=O)[O-])cc3)[nH]c(=O)c2c1C	-26%	16	-2	22%	6%	47%[activator]	nt
Cc1ccccc1C(=O)Nc1nnc(S(=O)(=O)N2CCCCC2)s1	-15%	-4	-3	1%	5%	-23%	-9%
COc1ccc(C(C(=O)NCC2CCCO2)N(Cc2ccccc2)C(=O)CNC(=O)c2ccco2)cc1OC (centres undefined)	36%	2	-3	3%	4%	-3%	1%
COc1cc(CNC(=O)CCCCCCC(C)C)ccc1O	1%	nt	nt	-9%	nt	3%	-4%
O=C(CCSc1nnc2scc(-c3ccccc3)n12)NCc1ccc2c(c1)OCO2	1%	14	-6	-13%	4%	25%	3%
CCCCOc1ccc(C(=O)NCC(=O)N(C)Cc2nc3ccccc3c(=O)[nH]2)cc1	62%[activator]	nt	nt	?	nt	-20%	3%
Cc1ccc(OCC(=O)NNC(=O)C2CC(=O)N(c3ccc4c(c3)OCCO4)C2)cc1 (centres undefined)	-9%	nt	nt	?	nt	2%	2%
CCn1c(=O)n(CC)c2cc(N3CCCC3)c(NC(=O)c3ccccc3Br)cc21	89%[activator]	-7	-2	?	-6%	?	-16%
CC1=[N+](C)N(c2ccccc2)C(=O)C1N=Cc1ccc(Cl)cc1 (centres undefined)	-17%	-7	0	5%	-1%	39%[activator]	6%
Fc1ccccc1OCCCCCN1CCCC1	12%	-9	9	?	-8%	-3%	-5%
COc1ccc2oc(=O)c(C(=O)NC3CCCCCC3)cc2c1	-6%	nt	23*	31%[activator]	4%	?	11%
O=C(O)c1cc(N2C(=O)CCC2=O)ccc1Cl	-5%	-3	0	6%	-1%	-15%	-1%
COCCNS(=O)(=O)c1cc(C(=O)O)ccc1OC	-21%	19	-3	-1%	0%	11%	-3%
CC(Oc1ccc(Cl)cc1Cl)C(=O)Nn1cnnc1 (centres undefined)	-9%	12	-2	5%	-3%	-7%	1%

Compound profiles, as listed above. Values in the order: AmpC no deterg | Shiga inhibitor | CHX counter | Pf growth 48h | LmPK inhibitor | Pf growth 96h | Tb PYK inh
Shown for O=C(CCSc1nnc2scc(-c3ccccc3)n12)NCc1ccc2c(c1)OCO2 = 1% | 14 | -6 | -13% | 4% | 25% | 3%
Shown for CC1=[N+](C)N(c2ccccc2)C(=O)C1N=Cc1ccc(Cl)cc1 (centres undefined) = -17% | -7 | 0 | 5% | -1% | 39%[activator] | 6%
Shown for COc1ccc2oc(=O)c(C(=O)NC3CCCCCC3)cc2c1 = -6% | nt | 23* | 31%[activator] | 4% | ? | 11%
Shown for CCCCOc1ccc(C(=O)NCC(=O)N(C)Cc2nc3ccccc3c(=O)[nH]2)cc1 = 62%[activator] | nt | nt | ? | nt | -20% | 3%
